Bioassay records deposited in PubChem by several laboratories.
Large T inhibition = TAg ATPase/helicase activity blockers – biochemical (AID 1903). inhibition, % at 20 µM, or IC50 in µM where a hit was titrated. hit rate 0.39% among 310,000. SV40 large T antigen ATPase/helicase inhibition assay; higher % means a stronger effect; in the data active = a potency from the dose series; inconclusive = inhibition mostly from about 32% at the one dose, without a potency; inactive = the rest, 99 in 100 with inhibition below about 32%; note: strong numbers were not always called active
AID2073 = inhibitors of Mint1-CaV2.2 protein interaction, biochemical, HTRF (AID 2073). HTRF protein-protein interaction, Mint1-CaV2.2; higher % means a stronger effect. inhibition, % at 20 µM; hits with a dose series show IC50 in µM. hit rate 0.19% among 290,000; in the data active = inhibition mostly above about 51%, no sharp cut-off; inconclusive = no clear call, values can overlap the other calls; inactive = mostly below about 53%; note: some results filed as inactive read as strong as hits
HIV fusion peptide = cell-free HIV fusion peptide-binding blockers – biochemical, uHTS, fluorescence dequenching, primary screen (AID 1986); inhibition, % at 20 µM; hits with a dose series show IC50 in µM; hit rate 0.3% among 290,000; cell-free peptide binding, fluorescence dequenching, 30 min; higher % means a stronger effect; in the data active = inhibition mostly above about 52%, no sharp cut-off; inactive = mostly below about 76%; note: some results filed as inactive read as strong as hits
RSV antiviral HEp-2 = inhibition of RSV-induced cytopathic effect – HEp-2 cells, primary 10 µM value included (AID 2391); hit rate 0.13% among 310,000; CPE inhibition, % at 10 µM; hits with a dose series show IC50 in µM; HEp-2 cells, RSV-induced CPE inhibition; higher % means a stronger effect; in the data active = a potency from the dose series; inconclusive = CPE inhibition mostly from about 23% at the one dose, without a potency; inactive = the rest, 99 in 100 with CPE inhibition below about 21%; note: strong numbers were not always called active
SIAH1 antagonists = Siah-1 peptide-binding antagonists, primary screen, biochemical, fluorescence polarization, rhodamine-plectin, uHTS (AID 1817); Siah-1 / rhodamine-plectin peptide fluorescence polarization; higher % means a stronger effect; hit rate 0.02% among 290,000; one-dose displacement, % at 20 µM; IC50 in µM for titrated hits;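 active = displacement of at least 50% at 20 µM, with a fluorescence ratio check between 0.3 and a set limit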;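 note: plate controls were Siah plus tracer with DMSO for no effect and tracer alone without Siah for full effect; strong numbers were not always called active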
LYP inhibition = inhibitors of LYP phosphatase, biochemical, fluorescence intensity, uHTS (AID 1779) | recombinant LYP phosphatase, fluorescence intensity; higher % means a stronger effect | inhibition, % at 11.5 µM; hits with a dose series show IC50 in µM | hit rate 0.054% among 290,000; in the data active = inhibition above about 50%;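 note: plate controls were vehicle with enzyme for no effect and no enzyme for full effect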
NS5 inhibitors = flavivirus cap methylation enzyme inhibition – biochemical, confirmation dose response, primary screen (AID 588689); Dengue-2 NS5 methyltransferase capping enzyme assay, biochemical; higher % means a stronger effect; inhibition, % at 25 µM, or IC50 in µM where a hit was titrated; hit rate 0.3% among 340,000; in the data active = a potency from the dose series; inconclusive = inhibition above about 29% without an active follow-up result
XIAP displacement = small molecules displacing peptide from XIAP – biochemical, IAP family, fluorescence polarization (AID 1018); XIAP BIR domain, fluorescence polarization peptide displacement; higher % means a stronger effect; one-dose displacement, % at 20 µM; IC50 in µM for titrated hits; hit rate 0.007% among 200,000; in the data active = displacement above about 50%; note: a part of the inactive calls stands beside numbers as strong as those of hits
Rac1 GTP hydrolysis = MgcRacGAP GTPase-activating activity inhibitors, confirmation, biochemical, ADP Hunter fluorescence | MgcRacGAP-stimulated Rac1 GTP hydrolysis, ADP Hunter fluorescence; higher % means a stronger effect; GST-tagged Rac1 F28L mutant substrate | AID 624330 | inhibition, % at 30 µM; hits with a dose series show IC50 in µM | hit rate 0.6% among 340,000;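 active = first-screen hits whose inhibition reached a set limit at any dose in the follow-up dose series; inconclusive = inhibition above the set first-screen limit but never retested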;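 note: fluorescence reports GDP produced by GAP-driven GTP hydrolysis; strong numbers were not always called active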
The depositor's hits bear a star; ? = inconclusive; nt = no result given.

SMILES | Large T inhibition | AID2073 | HIV fusion peptide | RSV antiviral HEp-2 | SIAH1 antagonists | LYP inhibition | NS5 inhibitors | XIAP displacement | Rac1 GTP hydrolysis
CCOC(=O)C(C)Oc1cccc2c(=O)n(CC(=O)NCc3ccccc3)ccc12 (configuration not stated) | 12.9% | 3.9% | -1.7% | 0.9% | 0.8% | -9.4% | -3.8% | nt | -0.6%
COc1ccc(C(=O)N2CCCC(Nc3ccc(F)c(F)c3)C2)c(OC)n1 (configuration not stated) | 8.1% | 4.4% | -1.4% | 1.4% | 3.8% | -8.3% | 5.2% | nt | 8.3%
CN(C)CCNC(=O)c1ccc(CS(=O)(=O)c2c(Cl)cccc2Cl)o1 | 0.4% | -3.5% | 1.9% | 1.2% | -1.5% | -6.1% | -2.2% | -1.3% | 8.6%
O=C(CSC1=NS(=O)(=O)c2ccccc2N1)c1ccccc1 | 14.0% | nt | nt | 1.1% | nt | nt | 2.2% | nt | 7.8%
COc1ccccc1N1CCN(/N=C/C=C/c2ccccc2[N+](=O)[O-])CC1 | 6.4% | -16.9% | 0.1% | 0.3% | 9.8% | -0.8% | 4.6% | nt | 10.8%
COc1ccc(C)cc1S(=O)(=O)N1CCc2ccccc2C1 | 15.4% | -5.8% | 0.1% | 1.1% | 2.7% | -4.3% | nt | nt | 10.3%
CSc1ccc(C2NC(=O)CCC2[N+](=O)[O-])cc1 (configuration not stated) | 6.4% | -2.2% | 1.1% | 1.9% | 2.1% | -4.9% | -2.0% | nt | 9.5%
Brc1ccc(/C=C/C=N/Nc2nc3ccccc3s2)cc1 | -0.8% | 5.3% | -4.3% | 4.1% | -6.2% | 2.3% | -12.1% | -3.0% | 5.1%
COC(=O)/C=C(\C)NC(=O)c1ccc(F)cc1 | -4.7% | 46.5% | 0.5% | -0.4% | -2.3% | -8.6% | -13.8% | -7.8% | 11.9%
Cc1cccc(Cn2ncc(Cl)c(Cl)c2=O)c1 | 14.2% | 1.3% | 0.2% | -3.5% | -0.6% | -0.7% | -3.4% | -6.7% | 0.6%

Reformatted: entries from further up.
Order of results – Large T inhibition	AID2073	HIV fusion peptide	RSV antiviral HEp-2	SIAH1 antagonists	LYP inhibition	NS5 inhibitors	XIAP displacement	Rac1 GTP hydrolysis
CN(C)CCNC(=O)c1ccc(CS(=O)(=O)c2c(Cl)cccc2Cl)o1
  0.4%	-3.5%	1.9%	1.2%	-1.5%	-6.1%	-2.2%	-1.3%	8.6%
COc1ccc(C)cc1S(=O)(=O)N1CCc2ccccc2C1
  15.4%	-5.8%	0.1%	1.1%	2.7%	-4.3%	nt	nt	10.3%
Cc1cccc(Cn2ncc(Cl)c(Cl)c2=O)c1
  14.2%	1.3%	0.2%	-3.5%	-0.6%	-0.7%	-3.4%	-6.7%	0.6%
COc1ccccc1N1CCN(/N=C/C=C/c2ccccc2[N+](=O)[O-])CC1
  6.4%	-16.9%	0.1%	0.3%	9.8%	-0.8%	4.6%	nt	10.8%
CCOC(=O)C(C)Oc1cccc2c(=O)n(CC(=O)NCc3ccccc3)ccc12 (configuration not stated)
  12.9%	3.9%	-1.7%	0.9%	0.8%	-9.4%	-3.8%	nt	-0.6%

Next entries follow.
SMILES | Large T inhibition | AID2073 | HIV fusion peptide | RSV antiviral HEp-2 | SIAH1 antagonists | LYP inhibition | NS5 inhibitors | XIAP displacement | Rac1 GTP hydrolysis
COc1cc(OC)c(C(=O)Nc2ccc(C(=O)c3ccccc3)cc2)cc1OC | 5.2% | 8.7% | -2.5% | 3.4% | 0.0% | -7.4% | 2.7% | nt | 2.5%
COc1ccc(C2=NN(C(=O)CCC(=O)O)C(c3ccc([N+](=O)[O-])cc3)C2)cc1 (configuration not stated) | 11.1% | 1.0% | 3.9% | 1.6% | 1.6% | -5.6% | -0.6% | nt | 11.2%
Cc1cc(Sc2nc(NC(C)(C)C)nc(N3CCOCC3)n2)nc(Cl)n1 | 6.8% | -0.6% | -0.9% | 2.4% | 0.1% | -3.2% | 2.9% | -8.4% | 6.5%
CCN1/C(=C/C(C)=O)Sc2ccc(OC)cc21 | -3.7% | -43.2% | -6.1% | 17.5% | -4.9% | -4.5% | -0.8% | -4.1% | 11.6%
CN1CCCN(C(=O)C2CCCCC2)CC1 | 7.1% | -2.9% | -1.0% | 1.4% | -1.9% | -6.4% | 0.0% | -3.1% | 8.0%
CCn1c(SCC(=O)NCc2ccccc2)nnc1-c1ccccc1O | 5.5% | 5.8% | -3.2% | 0.4% | 0.1% | 1.7% | 2.1% | -5.4% | 18.4%
O=C(NCc1nc2ccccc2[nH]1)C1=C[C@H](c2coc3ccccc3c2=O)C[C@H](OCCCCO)O1 | 9.2% | nt | nt | 0.5% | nt | nt | -1.6% | nt | -2.4%
COC(=O)C(C)Sc1snnc1-c1ccccc1 (configuration not stated) | -0.5% | -9.4% | -4.0% | -0.6% | -0.8% | -9.0% | -6.0% | -5.9% | 14.2%
O=C(Nc1nc(-c2ccc(F)c(F)c2)cs1)c1ccc(OCC2CCCO2)cc1 (configuration not stated) | 19.9% | 32.6% | -0.2% | 4.6% | -1.9% | 5.4% | -0.7% | 0.7% | -0.8%
CC(CN1C(C)CCCC1C)OC(=O)c1ccc(F)cc1 (configuration not stated) | 9.1% | 6.4% | 3.1% | 1.0% | 4.3% | -7.0% | -1.3% | nt | nt
CC(C)(C)C(=O)/C(C#N)=c1\s/c(=C\c2ccncc2)c(=O)n1CCCN1CCOCC1 | nt | -10.5% | 1.4% | nt | 4.9% | -6.0% | nt | -1.5% | nt
COc1ccc(CC(=O)NCC(=O)N/N=C(/C)c2ccco2)cc1 | 11.2% | 7.9% | 1.8% | -1.7% | 4.5% | -0.4% | nt | -5.2% | nt
COc1ccc(/C=N/NC(=S)Nc2ccccc2)cc1COc1ccc(F)cc1 | 6.6% | -15.9% | -1.9% | 3.2% | -5.3% | 3.8% | -5.8% | -8.5% | 7.5%
CC(Nc1cc(=O)n(C)c(=O)n1C)c1ccccc1 (configuration not stated) | 8.0% | 16.8% | -0.6% | 1.6% | 10.0% | -1.6% | 0.0% | -9.6% | 5.8%
O=C(CSc1nnc2ccccn12)NCCc1ccc(F)cc1 | 10.7% | -11.4% | -0.9% | 0.4% | 10.2% | -5.7% | -5.8% | -1.4% | 1.0%
CCC(=O)Nc1ccc(Br)cn1 | 15.1% | -1.1% | -0.5% | 2.5% | 9.4% | -5.3% | -5.7% | -1.8% | 5.6%
CC(C)[C@@H](NC(=O)OC(C)(C)C)C(=O)NCC1CCC(C(=O)N[C@@H](Cc2ccccc2)C(=O)O)CC1 (some centres not stated) | 6.2% | -1.5% | 0.0% | 0.4% | -2.3% | -7.7% | 1.6% | nt | 12.0%
CC(=O)c1ccc(NC(=O)C2CC2c2ccccc2)cc1 (configuration not stated) | 7.1% | nt | nt | 4.5% | nt | nt | -6.1% | nt | 8.7%
Cc1nc(N2CCOCC2)c2c(C)c(C(=O)Nc3ccc(F)cc3Cl)sc2n1 | 15.4% | 12.0% | 1.8% | 2.1% | -1.5% | -6.4% | -7.8% | -4.3% | 0.4%
Cc1ccccc1NC(=O)/C(C#N)=C\c1cc(C)n(-c2ccc(C(=O)O)cc2)c1C | 15.7% | 7.3% | 11.0% | 11.9% | 2.3% | 3.4% | 13.8% | nt | 12.0%
O=C(Nc1ccc2[nH]ncc2c1)c1ccc(F)cc1 | 4.5% | 5.7% | -0.9% | 1.1% | 7.4% | -10.0% | 0.4% | nt | 2.4%
COC(=O)C(Cc1c[nH]c2ccccc12)NC(=O)C1CC1 (configuration not stated) | 1.9% | 0.3% | -0.1% | 0.2% | -2.1% | -6.4% | -7.1% | nt | -4.4%
CCOC(=O)C1CCN(CC(=O)N2CCc3ccccc32)CC1 | 6.7% | 3.9% | 1.2% | 0.2% | 0.7% | -6.5% | -4.4% | nt | 5.5%
Cc1ccc(-n2c(N)cc(=O)nc2SCC(=O)N2CCN(c3ccccc3)CC2)cc1 | 23.1% | 9.2% | -0.4% | 0.7% | -1.1% | -7.4% | 5.2% | nt | 10.1%
O=[N+]([O-])c1ccccc1/C=N/n1c(C2CCCCC2)n[nH]c1=S | 14.3% | -13.9% | 4.6% | 5.8% | -0.8% | 0.7% | -4.4% | -1.0% | 21.8%
Nc1ccc2nn(-c3cccc4ccccc34)nc2c1 | 2.4% | ? | 49.4% | 0.3% | 13.7% | -2.3% | 3.5% | -3.4% | 2.2%
O=C(COc1ccccc1Cl)N(Cc1cccs1)C1CCS(=O)(=O)C1 (configuration not stated) | 8.6% | -12.8% | 0.4% | 2.9% | 0.2% | 0.9% | -1.5% | nt | 7.7%
Cc1cccc(COCC(Cc2ccccc2)N2CCN(C(=O)c3cccc(Cl)c3)CCC2=O)c1 (configuration not stated) | 10.7% | 1.7% | -0.5% | 4.1% | -3.4% | 4.1% | -1.2% | -9.1% | 4.8%
CN(C)C(CNC(=O)CCc1c[nH]c2ccccc12)c1ccccc1 (configuration not stated) | 4.5% | 12.4% | 1.2% | -1.1% | -0.2% | -5.1% | -11.1% | nt | 4.2%
Cc1ccc(CNC(=O)Cn2c(=O)c3sccc3n(Cc3ccc([N+](=O)[O-])cc3)c2=O)cc1 | 5.4% | 6.5% | -3.1% | 5.0% | -9.9% | -5.1% | -4.5% | -10.8% | 0.3%
Cc1oc(-c2ccc(Cl)cc2)nc1CN1CCCC(C(=O)NCc2cccnc2)C1 (configuration not stated) | 11.0% | -5.6% | 0.3% | -0.3% | -0.6% | -6.9% | -7.8% | -1.3% | 7.7%
CC1CCc2sc(C(=O)NCc3ccccn3)cc2C1 (configuration not stated) | 9.4% | nt | nt | 0.1% | nt | nt | 4.3% | nt | -6.8%
Cc1ccccc1NC(=O)Cc1nc(CSc2nnc(-c3ccc4c(c3)OCO4)o2)cs1 | 7.5% | 7.6% | 0.6% | 1.6% | -1.8% | 0.2% | 6.9% | -6.7% | 1.5%
O=C(CSc1nn(-c2ccccc2)c(=S)s1)Nc1ncccn1 | -13.1% | -0.7% | 0.9% | -0.8% | 0.1% | -4.9% | -12.7% | -4.8% | 1.2%
C=CCOn1c(-n2nc(C)cc2C)nc2ccccc2c1=O | 6.9% | 18.9% | 0.1% | 0.3% | -1.4% | -7.1% | 3.9% | nt | 3.5%
COc1ccccc1N1CCN(C2CCCN(C(=O)CCc3cnccn3)C2)CC1 (configuration not stated) | 0.5% | 0.9% | 1.0% | -1.7% | 5.2% | -10.2% | -1.8% | nt | 9.8%
O=C(CSCc1ccc([N+](=O)[O-])cc1)N/N=C/c1cccnc1 | 9.7% | -12.9% | -0.4% | 1.1% | -1.5% | -2.9% | -9.3% | 1.2% | 1.9%
Cc1ccc(S(=O)(=O)Oc2ccc3ccc(O)cc3c2)cc1 | 2.3% | 14.4% | 1.4% | 4.6% | -2.1% | -13.0% | 7.8% | nt | 15.5%
CCOc1ccccc1N(C(=O)c1snc(C(N)=O)c1N)C(C(=O)NCC1CCCO1)c1ccc2ncccc2c1 (configuration not stated) | 2.9% | 9.4% | -0.6% | 8.3% | 11.4% | -5.3% | 0.0% | nt | 7.4%
CN(C)S(=O)(=O)c1ccc2nnn(O)c2c1 | -7.2% | 6.2% | -1.4% | 0.8% | -1.5% | -7.2% | -7.5% | -5.7% | -4.0%
